Source: PubChem (National Center for Advancing Translational Sciences (NCATS))
CBFb RUNX1 block – blocks binding between human CBF-beta and RUNX1; AlphaScreen CBFb-His/RUNX1-biotin binding, biochemical; Potency, µM (highest dose often 59.8 µM), inactives show at the highest dose activity, negative = inhibition, actives largely listed as inhibitors; 230,000 tested, under 10 active; AID 1477; also: % of control where 0% means no effect
Target sequence (Q01196 whole entry, looked up): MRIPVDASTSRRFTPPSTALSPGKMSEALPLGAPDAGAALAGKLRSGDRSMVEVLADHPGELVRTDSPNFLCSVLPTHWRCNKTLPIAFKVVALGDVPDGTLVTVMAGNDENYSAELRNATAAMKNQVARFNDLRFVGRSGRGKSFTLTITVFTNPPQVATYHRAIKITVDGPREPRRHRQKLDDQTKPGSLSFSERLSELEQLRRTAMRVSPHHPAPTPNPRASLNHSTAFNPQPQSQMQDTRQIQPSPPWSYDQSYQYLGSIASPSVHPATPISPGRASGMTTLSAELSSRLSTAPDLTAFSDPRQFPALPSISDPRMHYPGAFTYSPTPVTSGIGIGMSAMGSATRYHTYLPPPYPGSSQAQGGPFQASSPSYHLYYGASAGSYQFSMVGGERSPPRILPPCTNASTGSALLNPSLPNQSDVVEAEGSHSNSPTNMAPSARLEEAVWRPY
Target sequence (Q13951 whole entry, looked up): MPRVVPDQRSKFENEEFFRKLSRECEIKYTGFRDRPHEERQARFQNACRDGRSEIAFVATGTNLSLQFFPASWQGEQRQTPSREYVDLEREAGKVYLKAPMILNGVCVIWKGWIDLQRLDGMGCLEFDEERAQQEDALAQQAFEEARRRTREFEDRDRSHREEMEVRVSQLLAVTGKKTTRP
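CBFb-His/RUNX1-biotin, 30 nM each, preincubated 20 min RT; compound 15 min RT; Ni + streptavidin beads 50 ng each, 90 min RT; AlphaScreen read.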
Luc counter – Kinase-Glo luciferase inhibition (counter-screen); Q27757; Kinase-Glo luciferase, ATP luminescence, 8 min; Potency, µM (top dose mostly 38.3 µM), inactives show at the top dose activity change, negative = inhibition, hits mostly inhibitors; hit rate 0.28% among 200,000; AID 1379; also: potency is read from the fitted curve at half-maximal effect; % is scaled to controls: 0 for no effect and ±100 for the full control effect; nearly all actives have a fitted effect of over 60% in size
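Compounds were added to a substrate mix at pH 7.2 (50 mM imidazole, 10 uM ATP, within the enzyme's linear range), followed by Kinase-Glo detection reagent; luminescence was measured after 8 minutes at ambient temperature.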
HTT aggregate – mutant huntingtin aggregation inhibition | PC12 HttQ103-GFP aggregates, Acumen cytometry, 40 h | Potency, µM (titrated, usually from 46.1 µM), without a hit: top-dose activity change, negative = inhibition, most hits filed as inhibitors | hit rate 1.1% among 220,000; also: potency is read from the fitted curve at half-maximal effect; % is scaled to controls: 0 for no effect and ±100 for the full control effect; nearly all actives have a fitted effect of over 60% in size
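Steps: seed 1500 PC12 HTTQ103-GFP cells/well; add tebufenozide, 100 nM final; add compound titration; add ATPLite reagent; quantify GFP aggregates by laser scanning cytometry.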
L3MBTL1 inh – inhibitors of human L3MBTL1; Q9Y468; AlphaScreen L3MBTL1–H3K9me1 peptide binding; Potency, µM (doses to about 57.1 µM), inactives show top-dose activity, negative = inhibition, most hits filed as inhibitors; hit rate 0.66% among 230,000; AID 485360; also: potency is read from the fitted curve at half-maximal effect; % is scaled to controls: 0 for no effect and ±100 for the full control effect; nearly all actives have a fitted effect of over 60% in size
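L3MBTL1 50 nM + b-AHA-H3(1-15)K9me1 75 nM, 30 min RT; compound added, 30 min RT; streptavidin donor/Ni-chelate acceptor beads 10 ug/mL each final, 30 min RT dark; AlphaScreen read.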
IMPase Li inh – cell-permeable IMPase inhibitors with lithium potentiation. CHO-M1 cells, IP1 TR-FRET (IP-One), carbachol + lithium. Potency, µM (series often up to 59.4 µM), inactives show at the highest dose activity, negative = IMPase inhibition, usual class: inhibitors. hit rate 0.35% among 210,000. AID 1457;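 also: IP1 builds up when IMPase is blocked and the TR-FRET signal falls; potency is read from the fitted curve at half-maximal effect; plate controls were basal vehicle for no effect and high inhibitor control for full effect; nearly all actives have a fitted effect of over 50% in size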
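Readout is a homogeneous TR-FRET IP1 immunoassay (Ex 320, Em 665 and 620), where raised cytosolic IP1 lowers signal. Cells were CHO-M1 treated 30 min at 37C with test compounds plus a little lithium; AC50 values came from Hill-equation fitting.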
NPSR antag – antagonists of human neuropeptide S receptor cAMP signaling | CHO-NPSR cells, cAMP TR-FRET, antagonist mode | hit rate 1% among 220,000 | Q6W5P4 | Potency, µM (highest dose often 38.3 µM), inactives show at the top dose activity change, negative = inhibition, most hits filed as inhibitors; also: potency is read from the fitted curve at half-maximal effect; % is scaled to controls: 0 for no effect and ±100 for the full control effect; nearly all actives have a fitted effect of over 50% in size; many of its hits are not listed in these tables
Target sequence (Q6W5P4 whole entry, looked up): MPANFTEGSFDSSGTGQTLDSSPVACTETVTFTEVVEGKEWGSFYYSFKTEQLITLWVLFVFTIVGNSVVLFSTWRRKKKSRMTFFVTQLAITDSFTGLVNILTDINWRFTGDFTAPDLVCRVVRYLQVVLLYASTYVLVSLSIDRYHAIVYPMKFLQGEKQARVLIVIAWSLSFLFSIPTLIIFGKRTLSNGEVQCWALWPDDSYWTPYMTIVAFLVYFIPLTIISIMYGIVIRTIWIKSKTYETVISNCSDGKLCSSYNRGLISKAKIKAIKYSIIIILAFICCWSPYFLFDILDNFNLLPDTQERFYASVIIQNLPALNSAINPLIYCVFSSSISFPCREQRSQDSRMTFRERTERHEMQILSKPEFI
Epigenetic reg – regulators of epigenetic silencing causing reporter derepression in mouse cells; AID 1865; Potency, µM (highest dose often 53.9 µM), for inactives: at the highest dose GFP activation, usual class: activators; murine LDR cells, GFP reporter derepression, 30 h; hit rate 0.2% among 280,000; also: potency is read from the fitted curve at half-maximal effect; % of control where 0% means no effect; nearly all actives have a fitted effect of over 60% in size
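GFP-positive cell count by laser-scanning cytometry (objects 20–120 um) after 30 h, 37 C compound exposure of murine LDR cells; reporter is CMV-GFP integrated at a silenced locus, inducible by HDAC or DNMT inhibitors.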
* = called active by the depositor; u = inconclusive; x = not tested or not shown; [ ] = another dose, or the depositor's remark. Calls follow the shape of the dose curve; as a rule, active = well fitted curve in the direction sought with a large enough effect; inconclusive = small, poorly fitted or top-dose-only effect, or another doubt; inactive = no such curve, though single readings can be large; an effect the other way counts as inactive or inconclusive. Only part of the results is shown (hit frequency here may not be typical).

SMILES	CBFb RUNX1 block	Luc counter	HTT aggregate	L3MBTL1 inh	IMPase Li inh	NPSR antag	Epigenetic reg
CCCCOc1ccc(C(C)NC(=O)C2CCCN(S(=O)(=O)CCC)C2)cc1 (stereo unspecified)	3%	2%	11%	6%	15%	-1%	0.3%
CCOC(=O)c1ccc(NC(=S)N2CCCC(C)C2)cc1 (stereo unspecified)	4%	2%	-5%	0%[11.4 µM]	20%	-28%	-0.1%
CCC(=O)Nc1ccccc1N1CCN(S(C)(=O)=O)CC1	4%	1%	-8%	0%	15%[38.3 µM]	0%[46.1 µM]	0.0%
Cc1cccc(C(=O)NC(=S)Nc2ccc(Cc3ccncc3)cc2)c1	-14%	-2%	-9%	-4%	17%[38.3 µM]	-16%[46.1 µM]	-0.3%
Cc1cc(O)cc(O[C@H]2OC(CO)[C@H](O)[C@@H](O)[C@H]2O)c1 (stereo partly specified)	-6%[2.36 µM]	3%	-22%	8%	-2%	13%	1.0%
COC(=O)C1C(=O)C(C(=O)/C=C/c2ccccc2)C(=O)CC1(C)C (stereo unspecified)	1%	1%	-17%	24%	4%	-16%	1.1%
CN(C)S(=O)(=O)c1cc(NC(=O)CN2CCCc3ccccc32)ccc1Cl	-14%	1%	u	-28%	4%	-10%	u
Cn1cc(C(=O)C(=O)N2CCN(c3ccccc3)CC2)c2ccccc21	-3%	1%	-18%	x	-3%	13%	0.0%
O=C1Nc2ccccc2C(O)(C(=O)NCc2ccc3c(c2)OCO3)N1c1ccccc1 (stereo unspecified)	1%	3%	-4%	x	6%[38.3 µM]	-8%[46.1 µM]	1.2%
CCCS(=O)(=O)NCCc1cc2c(OC)ccc(OC)c2[nH]c1=O	3%	-4%	17%	3%	-5%[38.3 µM]	-4%[46.1 µM]	-0.2%
CC1CCN(S(=O)(=O)c2ccc3c(c2)c(=O)c(C(=O)NCc2ccccc2Cl)cn3C)CC1	0%	0%	26%	0%	-6%	-31%	1.1%
Cc1ccc(CNC(=O)CCNS(=O)(=O)c2cccs2)cc1	-6%	0%	-2%	3%	-4%	6%	0.0%
CN(CC(=O)NCc1ccco1)S(=O)(=O)c1ccc2c(c1)c(=O)n(C)c(=O)n2C	7%	x	-3%[9.22 µM]	x	x	-3%	1.0%
Cc1cc(/C=N\NC(=O)COc2cccc3cccnc23)c(C)n1-c1ccc(Br)cc1	u	1%	4%	-15%	19%	-26%	0.0%
COCCNC(=O)c1c[nH]n2c(=O)cc(C3CCN(C(=O)OC(C)(C)C)CC3)nc12	-1%	2%	-1%	x	-14%[38.3 µM]	-20%[46.1 µM]	-4.8%
C=CCn1c(SCC(=O)N2CCc3ccccc3C2)nnc1-c1ccncc1	-3%	0%	-4%	5%	4%	18%	-2.1%
O=C(NC1(C(F)(F)F)OCCO1)c1ccc(F)cc1	0%	-12%	10%	-1%	-5%	18%	1.3%
C/C(=N\NC(=O)c1ccccc1O)C1C(=O)c2ccccc2C1=O	-26%	-4%	u	x	40%[activator][38.3 µM]	u	0.0%
CCOC(=O)c1[nH]cnc1C(=O)Nc1cccc(N)n1	-4%	0%	0%	x	5%[38.3 µM]	4%[46.1 µM]	-1.2%
CCOC(=O)C1CCN(C(=O)c2sc3nc(C)nc(N4CCC(C)CC4)c3c2C)CC1	-3%	-1%	-14%	20%	3%	u	-1.0%
O=C(/C=C/Nc1ccc(F)cc1Br)c1ccccc1	2%	u	-4%	5%	0%	-3%	0.1%
O=C(NN1C(=O)C2C3C=CC(C3)C2C1=O)c1cccc(Cl)c1 (stereo unspecified)	11%	-1%	0%	2%	-4%	10%	7.0%
O=C(Cc1cccs1)N1CCC(c2nc3c(nnn3Cc3ccccc3Cl)c(=O)[nH]2)CC1	5%	-2%	5%	1%	11%[38.3 µM]	-16%[46.1 µM]	-1.1%
CCc1ccccc1NC(=O)c1ccc(NS(C)(=O)=O)cc1	-3%	4%	5%	-2%	5%	20%	-3.0%
COC(=O)N/N=C/c1cn(Cc2ccccc2Cl)c2ccccc12	-5%	4%	-20%	-3%	11%	-24%	-1.0%
O=C(NCc1cccnc1)C(=O)N/N=C/c1ccc([N+](=O)[O-])cc1	2%	1%	u	0%	0%	10%	-3.8%
Cc1cc2c(c(N)n1)c(=O)oc1ccccc12	5%	1%	-33%	7%	-10%[38.3 µM]	-9%[46.1 µM]	0.8%
Cc1c(NC(=S)NC(=O)c2ccco2)c(=O)n(-c2ccccc2)n1C	8%	2%	-10%	8%	12%	14%	-1.8%
O=C(Cc1ccc([N+](=O)[O-])cc1)NCc1ccccn1	14%	-1%	20%[9.22 µM]	44%[activator]	18%	18%	1.9%
O=C(/C=C/c1ccccc1Cl)NC(=S)Nc1ccccc1C(=O)NC1CCCCC1	1%	-1%	-10%	-2%	-9%[38.3 µM]	-2%[46.1 µM]	-1.1%
COc1ccc(-c2cc3cc(C(=O)O)ccn3c2C(=O)c2ccccc2)cc1	-11%	x	18%[9.22 µM]	-11%	x	22%[7.67 µM]	-1.4%
Cn1c(N2CCCC2)nc2c1c(=O)n(Cc1ccc(Cl)cc1)c(=O)n2C	3%	-6%	6%	-9%	-10%[38.3 µM]	-23%[46.1 µM]	-0.3%
COc1ccc(NC(=O)CSc2nnc(Cn3nnc4ccccc43)n2C)cc1	8%	0%	-6%	x	25%[38.3 µM]	-1%[46.1 µM]	-0.7%
COc1ccc(Br)cc1CNC(=O)CCNC(=O)Cn1ccc2ccccc2c1=O	3%	-1%	-2%	-4%	6%	2%	-0.1%
Cc1ccc(C)c(-c2[nH]ncc2CN2CCCC(CO)(Cc3ccccc3C)C2)c1 (stereo unspecified)	-1%	-2%	-23%	-6%	7%	5%	-0.7%
COc1ccc(C(=O)OCCN2CCOCC2)cc1OC	0%	x	-6%	9%	x	2%[46.1 µM]	-8.9%
NC(=O)COc1ccc(-c2noc(COc3ccccc3[N+](=O)[O-])n2)cc1	13%	3%	1%	18%	-8%	-13%	-0.2%
O=C1CC(c2ccccc2)CC(=NCCO)/C1=C(\O)CCCN1C(=O)c2ccccc2C1=O (stereo unspecified)	-3%	3%	9%	x	8%	-16%	-2.7%
CCN(C(=O)COC(=O)c1cccnc1Nc1ccccc1F)C1CCS(=O)(=O)C1 (stereo unspecified)	-3%	10µM*	6%	5%	-1%	3%	-3.9%
O=C(NNC(=O)C1CC1)c1cc2cc3ccccc3nc2s1	-2%	1%	-2%[9.22 µM]	-10%	8%	-13%	-1.9%[10.1 µM]
O=C(NCCCN1CCC(Cc2ccccc2)CC1)C1CCN(S(=O)(=O)N2CCC3(CC2)OCCO3)CC1	2%	-4%	-4%	x	16%	10%	6.0%
CCOC(=O)C(Sc1nnc(-c2ccncc2)o1)C(C)=O (stereo unspecified)	-14%	1%	-20%	18%	-1%	-3%[46.1 µM]	1.2%
COc1ccc(S(=O)(=O)Nc2nc3ccccc3nc2NCC2CCCO2)cc1 (stereo unspecified)	9%	x	11%[9.22 µM]	2%	x	-19%	0.1%
O=C(Nc1ccc(Cl)cc1)Nc1nnc(Cc2ccc([N+](=O)[O-])cc2)s1	0%	2%	-22%	2%	-3%	15%	3.3%
O=C1NC(CCc2ccccc2)C(=O)N1Cc1ccccc1Cl (stereo unspecified)	0%	0%	8%	11%	6%	-11%[46.1 µM]	0.0%

Exported as a markdown table: entries from further up.
| smiles | CBFb RUNX1 block | Luc counter | HTT aggregate | L3MBTL1 inh | IMPase Li inh | NPSR antag | Epigenetic reg |
| --- | --- | --- | --- | --- | --- | --- | --- |
| CCCS(=O)(=O)NCCc1cc2c(OC)ccc(OC)c2[nH]c1=O | 3% | -4% | 17% | 3% | -5%[38.3 µM] | -4%[46.1 µM] | -0.2% |
| CC1CCN(S(=O)(=O)c2ccc3c(c2)c(=O)c(C(=O)NCc2ccccc2Cl)cn3C)CC1 | 0% | 0% | 26% | 0% | -6% | -31% | 1.1% |
| Cc1ccc(CNC(=O)CCNS(=O)(=O)c2cccs2)cc1 | -6% | 0% | -2% | 3% | -4% | 6% | 0.0% |
| CN(CC(=O)NCc1ccco1)S(=O)(=O)c1ccc2c(c1)c(=O)n(C)c(=O)n2C | 7% | x | -3%[9.22 µM] | x | x | -3% | 1.0% |
| Cc1cc(/C=N\NC(=O)COc2cccc3cccnc23)c(C)n1-c1ccc(Br)cc1 | u | 1% | 4% | -15% | 19% | -26% | 0.0% |
| COCCNC(=O)c1c[nH]n2c(=O)cc(C3CCN(C(=O)OC(C)(C)C)CC3)nc12 | -1% | 2% | -1% | x | -14%[38.3 µM] | -20%[46.1 µM] | -4.8% |
| C=CCn1c(SCC(=O)N2CCc3ccccc3C2)nnc1-c1ccncc1 | -3% | 0% | -4% | 5% | 4% | 18% | -2.1% |

New compounds follow.
SMILES	CBFb RUNX1 block	Luc counter	HTT aggregate	L3MBTL1 inh	IMPase Li inh	NPSR antag	Epigenetic reg
CC(C)=CCCC1=CC[C@H](C(=O)O)[C@H](C(=O)O)C1	-1%	3%	x	x	4%	x	-0.3%
CC(C)NS(=O)(=O)c1ccc(OCC(=O)NCCC2=CCCCC2)cc1	6%	-1%	2%	x	21%[38.3 µM]	-14%[46.1 µM]	-0.1%
CCOC(=O)c1cc2c(=O)n3ccccc3nc2n(C(C)C)c1=NC(=O)c1ccncc1	6%	x	-15%	2%	x	-19%[46.1 µM]	-1.0%
CCOc1ccc(OCC(=O)Nc2ccc(S(N)(=O)=O)cc2)cc1	1%	-1%	-11%	x	1%	12%	1.6%
Cc1cc(C)cc(NC(=O)Cn2nnc3ccccc3c2=O)c1	1%	-2%	4%	7%	-2%	6%	-2.5%
COc1ccc(-c2noc(C)c2-c2ccc3ccccc3n2)c(O)c1	-14%	6%	-14%	-7%	-12%[38.3 µM]	-15%[46.1 µM]	1.2%
O=C(Nc1cccc(Cl)c1)C1CCCN(S(=O)(=O)c2cnc[nH]2)C1 (stereo unspecified)	0%	-1%	-10%	x	-9%[38.3 µM]	4%[46.1 µM]	0.4%
Cc1ccccc1-c1nsc(SCC(=O)c2ccc(Cl)cc2)n1	0%	1%	11%	33%[activator]	-3%	-20%	-1.0%
CNC(=O)CN(C1CCCCC1)S(=O)(=O)c1ccc(F)cc1	4%	-1%	1%	7%	21%[38.3 µM]	-3%[46.1 µM]	-0.2%
O=C(NNC(=O)C1CCCN(c2ncccn2)C1)c1ccncc1 (stereo unspecified)	4%	4%	15%[9.22 µM]	18%	0%	14%	1.9%
COCc1[nH]nc2c1C(c1ccc(OC)cc1)C(C#N)=C(N)O2 (stereo unspecified)	6%	0%	8%	-15%	10%[38.3 µM]	-6%[46.1 µM]	2.2%
CC(C)(C)c1ccc(C(=O)NCc2nnc(SCC(=O)N3CCCc4ccccc43)n2-c2ccccc2)cc1	-9%	5%	u	12%	2%	-41%	-1.0%
